ZTA DNA inh: blocks Epstein-Barr virus ZTA, an EBNA-1 counter-screen | ZTA-DNA binding, fluorescence polarization | inhibition, % at 11 µM | 0.15% of 320,000 active; in the data active = inhibition above about 33%
EBNA-1 inhibitor: blocks EBNA-1 binding to DNA; inhibition, % at 14.8 µM; EBNA-1 DNA binding, fluorescence polarization; 0.34% of 300,000 active; in the data active = inhibition above about 28%
procasp7 counter: counter-screen: procaspase-7 (human) activation; recombinant procaspase-7, Ac-DEVD-pNA absorbance 405 nm; D23A/D198A/D206A triple mutant, cannot self-cleave; scale: DMSO 0, 5 µM enzyme 100; P55210; AID 463210; activation, % at 8.5 µM; 0.093% of 330,000 active;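 active = percent activation above the screen-wide mean plus 3 SD, cut at about 25% in these data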
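buffer or medium = Zinc-free HEPES/NaCl buffer, pH 7.4 | material = Procaspase-7 triple mutant (PC-7 D3A) | input = 2 µM procaspase-7 mutant as dispensed | signal = Epi-absorbance of released pNA at 405 nm, two timepoints | timing = 1 h preincubation, 2 h reaction | replicates = singlicate compound testing | evaluation = % activation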
AHR activator: human AHR activation. P35869. AHR-responsive luciferase reporter cells, luminescence. activation, % at 5 µM. 2.5% of 320,000 active. AID 2796; in the data active = activation above about 47%;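 note: 0% = vehicle wells and 100% = reference agonist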
MEP2 TOR yeast: alters MEP2-GFP fluorescence in TOR pathway yeast screen; S. cerevisiae MEP2-GFP strain, flow cytometry GFP, 3 h; 100% = DMSO control level; GFP response vs DMSO, % at 10 µM; 0.51% of 330,000 active;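 active = GFP response versus DMSO above a set limit, roughly screen mean plus 3 SD, cut at about 180% in these data; inconclusive = fewer than 70 cells counted for a yeast strain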;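 note: median GFP fluorescence of the barcode-gated MEP2-GFP cells per well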
RPL19A-GFP yeast: alters RPL19A-GFP fluorescence in TOR pathway yeast screen; S. cerevisiae RPL19A-GFP strain, flow cytometry, 3 h; hits give low values; percent response vs DMSO, % at 10 µM; 0.3% of 330,000 active; AID 2025;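 active = percent response vs DMSO below 50%; inconclusive = fewer than 70 events counted for the yeast strain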;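 note: median channel GFP fluorescence of the barcoded RPL19A-GFP strain; ratio of sample median GFP to plate DMSO average so 100% = DMSO; lower means less RPL19A-GFP as with rapamycin TOR inhibition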
LAP4-GFP MLPCN: yeast TOR pathway LAP4-GFP modulation | GFP response vs DMSO, % at 10 µM | 0.34% of 320,000 active | S. cerevisiae LAP4-GFP multiplex, flow cytometry GFP, 3 h; median GFP as percent of DMSO wells;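 active = GFP response vs DMSO above a set limit, about the screen mean plus 3 SD, cut at about 150% in these data; inconclusive = under 70 cell events counted for the yeast strain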
proCasp3 act: procaspase-3 (human) activation | 0.11% of 330,000 active | activation, % at 8.5 µM | P42574 | recombinant procaspase-3 D3A, Ac-DEVD-pNA absorbance 405 nm;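 active = activation above the mean of all tested compounds plus 3 SD, cut at about 21% in these data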;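 note: 0% = DMSO alone and 100% = DMSO wells spiked with extra 5 µM PC-3 D3A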
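Test system: Procaspase-3 D3A mutant; medium: Zinc-free HEPES/NaCl buffer with 0.01% Triton X-100 at pH 7.4; reagent: DEVD-pNA substrate; doses: one concentration, 8.5 µM nominal, 0.8% DMSO; times: 1 h preincubation plus 2 h reaction at 25 °C; signal: Epi-absorbance at 405 nm of released p-nitroaniline, 0 and 120 min; replicates: singlicate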
The depositor's hits bear a star; u = inconclusive; x = no result given; [ ] = another dose, or the depositor's remark.

A first look, four compounds:
SMILES	ZTA DNA inh	EBNA-1 inhibitor	procasp7 counter	AHR activator	MEP2 TOR yeast	RPL19A-GFP yeast	LAP4-GFP MLPCN	proCasp3 act
CCOc1ccc(S(=O)(=O)Nc2ccc(C(=O)NCC(c3ccco3)N3CCCCC3)cc2)cc1 (stereo not given)	-6.9	-5.4	7.2	0.8	100.8	90.6	88.8	3.2
CCC(=O)Nc1cccc(C2=NOC3(C2)C[C@@H](C(N)=O)N(C(=O)COc2ccc(Cl)cc2)C3)c1 (stereo not given in full)	7.0	12.3	3.1	0.1	94.2	98.7	125.7	8.0
NS(=O)(=O)c1ccc(NC(=S)N2CCC(O)CC2)cc1	-11.4	1.4	-15.5	1.0	102.1	104.8	96.2	-7.8
O=C(NCc1ccccn1)c1c(-c2ccccc2)sc2ccccc12	x	x	9.8	8.2	95.9	93.0	99.4	7.8

Main list, repeating the preview:
SMILES	ZTA DNA inh	EBNA-1 inhibitor	procasp7 counter	AHR activator	MEP2 TOR yeast	RPL19A-GFP yeast	LAP4-GFP MLPCN	proCasp3 act
CCOc1ccc(S(=O)(=O)Nc2ccc(C(=O)NCC(c3ccco3)N3CCCCC3)cc2)cc1 (stereo not given)	-6.9	-5.4	7.2	0.8	100.8	90.6	88.8	3.2
CCC(=O)Nc1cccc(C2=NOC3(C2)C[C@@H](C(N)=O)N(C(=O)COc2ccc(Cl)cc2)C3)c1 (stereo not given in full)	7.0	12.3	3.1	0.1	94.2	98.7	125.7	8.0
NS(=O)(=O)c1ccc(NC(=S)N2CCC(O)CC2)cc1	-11.4	1.4	-15.5	1.0	102.1	104.8	96.2	-7.8
O=C(NCc1ccccn1)c1c(-c2ccccc2)sc2ccccc12	x	x	9.8	8.2	95.9	93.0	99.4	7.8
CN1CCN(c2nc(-c3cc4ccccc4o3)cs2)CC1	3.8	-1.7	0.1	13.7	106.3	106.2	95.8	14.4
CCN(CCCNC(=O)C1CCC(=O)N1Cc1ccc(C)cc1)c1cccc(C)c1 (stereo not given)	10.7	-19.9	2.0	2.8	100.3	88.6	93.0	-1.5
O=C(NCc1cccnc1)c1ccc(Cl)c(S(=O)(=O)Nc2ccccc2C(=O)NCc2cccnc2)c1	10.4	-3.5	-1.4	0.2	104.4	101.1	100.5	-6.0
Cc1nnc(-c2ccc(Oc3ccc(Br)cc3)c([N+](=O)[O-])c2)o1	11.9	-6.4	-7.1	2.6	90.9	92.0	80.9	4.0
O=C(CSc1nnnn1-c1ccc2c(c1)CCC2)NCc1cccs1	2.4	-17.4	2.7	8.8	98.3	95.6	101.3	-2.4
CC(C)CN(C(=O)COC(=O)c1ccc([N+](=O)[O-])o1)C1CCS(=O)(=O)C1 (stereo not given)	-8.4	-4.0	-0.3	-1.9	111.8	109.6	102.1	4.6
Cc1ccccc1C(=O)N1CCN(c2ccc(NC(=O)c3ccco3)cc2)CC1	-20.1	-6.6	2.6	-5.1	105.5	102.8	95.3	6.5
Cc1ccc2nc3n(c(=O)c2c1)-c1cc(Cl)ccc1C(=O)NC3Cc1ccccc1 (stereo not given)	6.5	x	5.1	1.2	91.3	93.8	99.8	9.5
CCOC(=O)C1CCN(c2c(NCc3ccc(C(=O)NCCC(C)C)cc3)c(=O)c2=O)CC1	9.2	6.9	18.4	-0.1	96.2	97.9	90.5	2.7
CN(c1ccccc1)S(=O)(=O)c1cccc(C(=O)NCC(=O)Nc2ccc(F)c(F)c2F)c1	x	x	7.5	3.6	96.5	95.2	89.6	-1.6
Cc1cc(NC(=O)C2CCCN(S(=O)(=O)c3c(C)noc3C)C2)no1 (stereo not given)	-3.8	-0.2	-2.1	-0.4	101.8	107.6	94.5	6.3
Cc1cc(-c2ccccc2)nc(N(C)NC(=O)C2CC2)c1S(C)(=O)=O	-14.1	0.7	9.2	0.3	105.1	104.0	106.3	1.0
CCCCSc1nc2c(cnn2-c2ccc(Cl)cc2)c(=O)[nH]1	-1.9	-7.0	-9.9	8.2	108.4	99.8	107.3	-7.0
O=C1C=CC(=O)N1c1ccc(O)cc1	26.6	10.7	-39.3	0.8	85.3	90.3	184.7*	-28.4
COC(=O)c1ccccc1NC(=O)c1ccc(COc2ccc3c(c2)CCC3)cc1	8.5	0.3	3.7	2.2	91.7	93.0	81.7	3.8
COc1cc(NS(=O)(=O)c2cc(C(=O)N3CCN(C(C)=O)CC3)ccc2OC)cc(OC)c1	6.4	10.1	2.7	-0.7	104.3	103.9	95.8	4.3
CC(C)c1ccc(Nc2nc(Cl)nc(NCCO)n2)cc1	10.7	3.8	1.8	23.1	113.8	99.5	103.2	-2.2
Cc1ccc(C)c(NC2=C(Cl)C(=O)OC2OC(C)C)c1 (stereo not given)	-4.1	0.2	-6.5	1.4	90.7	96.6	92.9	9.2
CCc1nnc(NC(=O)CSc2nc(-c3ccccc3)cc(-c3ccc(F)cc3)c2C#N)s1	14.0	13.9	11.3	-1.7	96.4	99.5	92.7	5.0
CC1(C)c2cc(O)ccc2OC1N1CCOCC1 (stereo not given)	-3.2	3.2	-1.6	-0.3	102.6	108.5	94.2	-7.7
CN(C)C(=O)Nc1cnc2ccccc2c1	0.8	13.7	6.8	16.9	105.7	109.3	112.4	0.6
Cn1cc(Cl)cc(C(=O)Nc2ccccc2)c1=O	0.5	-7.8	0.8	28.0	115.4	101.6	109.2	2.3
CCOc1ccc2nc(NC(=O)CSc3nc(SC)ns3)sc2c1	-5.8	-5.8	4.3	33.4	103.1	98.4	99.6	-2.6
CCCc1nnc(NC(=S)Nc2ccccc2)s1	16.0	0.8	-11.1	8.7	94.2	99.9	105.2	-6.0
CN(C)c1ccc(/C=N/N2CCN(Cc3ccccc3Cl)CC2)cc1	-17.6	-11.5	0.9	2.5	102.0	105.3	98.0	-1.1
Cc1ccc(CCC(=O)Nc2ccc([N+](=O)[O-])cc2Cl)o1	-1.2	0.2	-5.0	-3.6	110.5	104.4	103.8	11.4
Cc1cc[n+]2cc(-c3cccc([N+](=O)[O-])c3)c(-c3cccc([N+](=O)[O-])c3)cc2c1	-4.3	4.2	3.4	2.2	144.7	98.1	107.6	6.5
COCC1CCN(C(=O)CC2C(=O)NCCN2Cc2cccc(Oc3ccccc3)c2)CC1 (stereo not given)	4.0	-10.3	2.4	0.1	108.0[may fluoresce green]	103.7[may fluoresce green]	104.9[may fluoresce green]	-12.1
Cc1ccc(C)c(N2CCN(C3CCCCC3NS(=O)(=O)c3ccccc3)CC2)c1 (stereo not given)	-10.6	-12.3	7.1	0.3	104.9	95.1	93.2	4.8
O=C(c1ccco1)N1CCC(c2nc(-c3ccc(F)cc3)no2)CC1	4.5	-11.9	-5.1	0.7	104.4	98.5	115.2	-0.5
CCN(C(=O)CSc1nnc(Cc2ccccc2F)n1N)C1CCS(=O)(=O)C1 (stereo not given)	-4.5	4.3	-1.2	1.8	99.5	97.4	97.1	3.6
O=C1CCCCCN1CP(=O)(O)CCc1ccccc1	-4.8	2.8	-3.5	-0.8	105.5	99.0	97.7	4.5
COc1ccc2c(c1OC)CN(C)CCc1cc3c(cc1C(=O)C2)OCO3	10.2	9.6	5.7	2.5	96.3	99.5	92.5	10.7
COc1ccc(OC)c(/C=N/NC(=O)CNC(=O)c2ccc(S(=O)(=O)N3CCCC3)cc2)c1	-12.9	-15.4	-10.7	7.2	94.3	99.5	88.8	1.9
Cc1cc(Cl)ccc1OCC(=O)NNC(=O)c1cnccn1	1.6	-16.8	4.0	1.1	96.9	100.3	94.0	-6.1
COc1ccc2c(c1)c(=O)c(C(=O)c1ccccc1)cn2Cc1ccccc1	7.0	-7.3	-3.0	-0.4	104.5	102.5	100.4	3.1
CC(NC(=O)CN(C1CCCCC1)S(C)(=O)=O)c1ccccc1 (stereo not given)	-1.4	-1.3	5.7	-1.1	108.8	91.7	96.1	3.1
CCCCCCOC(=O)C(C#N)c1nc2ccccc2nc1N1CCN(CC)CC1 (stereo not given)	2.8	-8.8	3.9	5.5	523.1*[may fluoresce violet]	46.1*[may fluoresce violet]	97.5[may fluoresce violet]	-2.0
Nc1c(C(=O)Nc2ccc(Cl)c(Cl)c2)sc2nc(-c3cccnc3)ccc12	0.9	-4.9	2.7	25.0	110.4	105.4	104.5	0.7
Cc1ccccc1C(=O)Nc1nnc(-c2ccco2)o1	-8.3	5.0	7.7	7.4	105.2	113.9	107.2	2.2
COc1ccc(N(CC(=O)NC(C)C)C(=O)CCC(=O)Nc2ccccn2)cc1	-6.2	-0.3	-4.6	2.5	103.5	103.4	94.1	3.2
Cc1ccc(NC(=O)CN2C(=O)COc3ccc(S(=O)(=O)N4CCOCC4)cc32)cc1F	-2.2	-10.5	-8.0	3.0	95.6	97.1	102.5	7.0
COc1ccc(/C=C/c2cc(C(F)(F)F)on2)cc1	-8.2	6.6	6.3	-2.1	94.4	94.5	103.0	4.3
CCc1ccc(NC(=O)C(C)OC(=O)c2ccc(-n3cnnn3)cc2)cc1 (stereo not given)	10.2	10.6	-0.7	-0.4	102.6	99.8	102.6	-3.4
CC1CN(C(=O)c2ccc(Oc3ccccc3)cc2)CC(C)O1 (stereo not given)	6.9	-8.5	9.8	-2.9	102.0	104.0	97.7	-4.8
Cc1ccc2[nH]c(=O)c(COC(=O)c3cccs3)cc2c1	-12.0	-4.8	8.4	1.3	108.2	103.8	114.5	8.8

(further entries)
SMILES	ZTA DNA inh	EBNA-1 inhibitor	procasp7 counter	AHR activator	MEP2 TOR yeast	RPL19A-GFP yeast	LAP4-GFP MLPCN	proCasp3 act
Cc1ccc(/C(N)=N/OC(=O)Oc2ccccc2)cc1	1.8	4.6	1.6	0.5	101.8	102.6	95.7	0.3
COC(=O)Cc1[nH]nc2c1C(c1cc(OC)c(OC)c(OC)c1)C(C#N)=C(N)O2 (stereo not given)	4.8	-1.7	-0.8	-0.3	95.5	101.1	96.2	-4.7
Cc1nn(C)c(C)c1CN(C)C(=O)C1(C)CC1(Br)Br (stereo not given)	-3.6	-0.2	12.7	-3.3	101.6	104.1	97.1	0.6
Cc1[nH]c2ccc(CNS(=O)(=O)c3ccc(S(=O)(=O)N4CCOCC4)cc3)cc2c1C	-4.2	17.5	-4.7	-0.1	107.5	101.0	102.8	6.7
COc1cccc(OC)c1NC(=O)CN1CCC(NC(=O)c2cccc(F)c2)CC1	-16.3	-2.3	9.3	-1.6	104.2	102.8	100.9	9.3
COc1ccc(N2CCN(C(=O)c3cccc(Br)c3)CC2)c([N+](=O)[O-])c1	-7.0	-12.3	-6.0	-2.0	92.5	88.7	110.2	1.5
COc1ccc(-n2c(=S)[nH]c3cc(C(=O)NCCCN4CCOCC4)ccc3c2=O)cc1	-16.5	-1.4	9.8	-3.1	111.2	106.6	95.3	5.1
Cn1c(=O)c(=O)n(C)c2cc(S(=O)(=O)CCC(=O)N3CCOCC3)ccc21	-11.7	-0.8	-2.1	-1.8	u	94.3	u	0.1
Cc1ccccc1C(=O)NC1CCN(C(=O)Nc2ccccc2Cl)CC1	-8.3	-5.8	-0.5	-1.6	95.3	95.5	106.1	13.3
C[C@H](CO)N1C[C@H](C)[C@@H](CN(C)Cc2ccc(Cl)c(Cl)c2)Oc2c(NS(=O)(=O)c3ccc(F)cc3)cccc2C1=O	x	x	-6.2	1.7	89.2	96.2	85.1	-0.5
CCCC(c1nnnn1Cc1cccs1)N1CCN(c2ccc(OC)cc2)CC1 (stereo not given)	-2.6	-9.3	-1.6	2.2	85.6	86.3	x	1.2
CCc1ccccc1N(C(=O)c1ccco1)C(C(=O)NC1CCCC1)c1cccnc1 (stereo not given)	6.2	-13.3	0.8	-1.1	98.4	99.8	82.7	-7.1

High-throughput results as filed in PubChem.
